Assay outcomes (PubChem BioAssay)
A549 viability – kills or reduces viability of A549 cells in Nrf2 counter-screen. A549 ARE-Fluc cells, CellTiter-Fluor viability, 18-24 h. Potency, µM (series often up to 46 µM), for the others: at the highest dose activity change, negative = cytotoxicity, actives largely listed as inhibitors. 390,000 compounds, 0.16% hits. AID 504648; further: on the % scale 0 is the no-effect control and ±100 the full control effect
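Cytotoxicity counterscreen: CellTiter-Fluor fluorescence was measured in A549 ARE_Fluc cells after 18-24 h of compound exposure in a concentration series. The subsequent BugLite luminescent read reports ARE-luciferase activity.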
ATXN2 expr inh – reduces ATXN2 reporter expression in HEK-293 cells; HEK-293 ATXN2-luciferase reporter, luminescence, 24 h; Potency, µM (series often up to 57 µM), inactives show at the highest dose activity change, negative = inhibition, most hits filed as inhibitors; 360,000 compounds, 0.72% hits; further: on the % scale 0 is the no-effect control and ±100 the full control effect; nearly all actives have a fitted effect of over 55% in size
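ATXN2-luciferase reporter cells (luciferase flanked by upstream and downstream ATXN2 gene portions) were treated 24 h at 37 °C with compounds at up to 57 uM. SteadyGlo luminescence gave expression; GF-AFC fluorescence gave viability.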
EPAC2 antag – antagonists of human EPAC2; EPAC2 GEF exchange of Rap1B-BODIPY-GDP, fluorescence; Potency, µM (highest dose often 114 µM), for inactives: at the top dose activity, negative = inhibition, most hits filed as inhibitors; 360,000 compounds, 0.18% hits; AID 720708; further: on the % scale 0 is the no-effect control and ±100 the full control effect; nearly all actives have a fitted effect of over 45% in size; many of its hits are not listed in these tables
Target sequence (Q8WZA2 whole entry, looked up): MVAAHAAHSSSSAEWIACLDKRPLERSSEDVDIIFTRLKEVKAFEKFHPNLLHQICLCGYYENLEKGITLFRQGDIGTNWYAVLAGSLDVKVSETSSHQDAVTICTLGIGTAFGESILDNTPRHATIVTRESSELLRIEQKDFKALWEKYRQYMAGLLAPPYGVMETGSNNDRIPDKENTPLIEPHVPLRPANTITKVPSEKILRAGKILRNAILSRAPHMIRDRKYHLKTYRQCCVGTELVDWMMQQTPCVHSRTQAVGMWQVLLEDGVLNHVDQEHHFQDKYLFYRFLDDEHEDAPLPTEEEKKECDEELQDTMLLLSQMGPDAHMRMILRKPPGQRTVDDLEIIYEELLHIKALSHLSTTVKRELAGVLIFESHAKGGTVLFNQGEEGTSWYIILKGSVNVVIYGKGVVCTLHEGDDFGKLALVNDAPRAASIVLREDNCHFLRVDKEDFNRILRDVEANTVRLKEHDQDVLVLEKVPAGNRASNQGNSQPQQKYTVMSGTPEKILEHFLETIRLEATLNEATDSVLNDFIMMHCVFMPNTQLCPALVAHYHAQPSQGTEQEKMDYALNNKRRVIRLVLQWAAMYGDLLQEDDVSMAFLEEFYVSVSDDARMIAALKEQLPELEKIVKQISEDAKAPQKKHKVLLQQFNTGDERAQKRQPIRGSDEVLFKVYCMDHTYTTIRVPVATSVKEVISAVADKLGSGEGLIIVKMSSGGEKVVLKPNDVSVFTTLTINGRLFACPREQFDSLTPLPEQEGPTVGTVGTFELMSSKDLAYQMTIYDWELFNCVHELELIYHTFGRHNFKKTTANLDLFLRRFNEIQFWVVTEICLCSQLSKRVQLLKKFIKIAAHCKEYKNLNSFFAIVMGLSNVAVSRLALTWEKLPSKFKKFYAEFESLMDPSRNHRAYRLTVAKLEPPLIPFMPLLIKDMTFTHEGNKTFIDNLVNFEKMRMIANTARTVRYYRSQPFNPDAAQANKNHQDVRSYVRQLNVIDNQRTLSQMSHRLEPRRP
S2 tox – cell viability loss in ATXN counter-screen; S2 cells (HEK-293 line with an ATXN2-luciferase reporter) viability, CellTiter-Fluor protease fluorescence, 24 h; Potency, µM (series often up to 56.7 µM), actives largely listed as cytotoxic; 400,000 compounds, 0.49% hits; AID 651635; further: nearly all actives have a fitted effect of over 40% in size
MCF10A rerep – DNA re-replication induction in MCF 10a cells; MCF 10A DNA re-replication, Hoechst nuclear intensity, 48 h; Potency, µM (highest dose often 46.1 µM), inactives show at the top dose activity, positive = re-replication, usual class: activators; 350,000 compounds, 2.9% hits; AID 624296; further: % of control where 0% means no effect; nearly all actives have a fitted effect of over 50% in size
HepG2 tox – HepG2 cytotoxicity, counter-screen for TGF-b inhibitors | HepG2 CAGA-GFP viability, ATP luminescence, 18 h | Potency, µM (top dose mostly 46.1 µM), for the others: top-dose activity change, negative = cytotoxicity, usual class: cytotoxic | 410,000 compounds, 0.76% hits; further: some results filed as inactive show a strong effect at the top dose
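CellTiter-Glo luminescence gave cytotoxicity after 18 hours at 37 degrees C. The cells were HepG2 CAGA-GFP in 1% FBS DMEM, stimulated with 500 pg/mL TGF-beta after compound addition. %Activity was normalised to no-cell wells (complete cell-killing) and DMSO (no toxicity), and curves were fitted and classified.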
Nrf2 block – blocks Nrf2 signaling. A549 ARE-Fluc reporter, luciferase luminescence, 18-24 h. Potency, µM (highest dose often 46 µM), without a hit: at the highest dose activity change, negative = inhibition, hits mostly inhibitors. 360,000 compounds, 2.1% hits. AID 504444; further: on the % scale 0 is the no-effect control and ±100 the full control effect; nearly all actives have a fitted effect of over 60% in size
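A549 ARE_Fluc cells (5000/well, 5% FBS OPTI-MEM) pre-incubated 2 h, then treated with compounds 18-24 h at 37C/5% CO2 in concentration-response. CellTiter-Fluor viability read first; BugLite luciferase luminescence after 15 min at room temperature gives Nrf2 activity.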
Nrf2 activator – activators of Nrf2 (ARE) signaling; AREc32 ARE-luciferase reporter (MCF7-derived line), luminescence, 24 h; Potency, µM (highest dose often 46.1 µM), for the others: at the highest dose activation, most hits filed as activators; 410,000 compounds, 0.31% hits; AID 624171; further: % of control where 0% means no effect; nearly all actives have a fitted effect of over 65% in size
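Reporter line AREc32 (ARE-Fluc), seeded overnight in OPTI-MEM with 5% FBS; compound pin-transferred, 24 hr at 37 deg C, 5% CO2; luminescent read-out.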
TGFb SMAD3 inh – blocks TGF-b signaling; HepG2 CAGA-GFP TGF-b/SMAD3 reporter, GFP fluorescence, 18 h; TGF-beta stimulated, 500 pg/mL final; Potency, µM (series often up to 46.1 µM), for inactives: at the top dose activity, negative = inhibition, usual class: inhibitors; 410,000 compounds, 1.2% hits; further: on the % scale 0 is the no-effect control and ±100 the full control effect; nearly all actives have a fitted effect of over 65% in size
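Read-out: total well GFP (ex488/em500-530) summed from mean per-cell fluorescence. Cells: HEPG2 CAGA-GFP, 1% FBS DMEM, 18 h at 37 degrees C with 500 pg/mL final TGF-beta. Unstimulated wells served as the full-inhibition control; stimulated DMSO wells = 0%.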
The depositor's hits bear a star; i = inactive; u = inconclusive; x = no result given; [ ] = another dose, or the depositor's remark. The call rests on the fitted dose curve; in most records, active means well fitted curve in the direction sought with a large enough effect; inconclusive means small, poorly fitted or top-dose-only effect, or another doubt; inactive means no such curve, though single readings can be large; an effect the other way counts as inactive or inconclusive. Potency means the concentration at half of the fitted maximal effect. An excerpt (hit frequency here may not be typical).

molecule,A549 viability,ATXN2 expr inh,EPAC2 antag,S2 tox,MCF10A rerep,HepG2 tox,Nrf2 block,Nrf2 activator,TGFb SMAD3 inh
COc1ccccc1N1CCN(C(=O)c2ccccc2Oc2ccccc2)CC1,-6%,-1%,2%,i,8%,-15%,-2%,-0.2%,0%
CCN(CC)S(=O)(=O)c1ccc(NC(=O)c2cccs2)cc1,-4%,-18%[11.3 µM],-13%,i,7%,6%,-1%,3.6%,2%
Cc1ccc(S(=O)(=O)NC(CC(C)C)C(=O)N2CCOCCOCCOCC2)cc1 (configuration not stated),3%,-5%,-4%,i,-1%,0%,-5%,-0.7%,4%
COC(=O)C(C)(C(=O)OC)c1ccc(C(F)(F)F)cc1[N+](=O)[O-],14%,-24%,-14%,i,15%,-54%,13%,0.3%,-8%
O=C(Nc1ccc(F)cc1F)c1cccc(C(=O)Nc2ccc(F)cc2F)n1,u,2.5µM*,-3%,4.5µM*,6.5µM*,-25%,u,0.0%,-8%
COc1cccc(NC(=O)CC(=O)c2ccccc2)c1,1%,47%[activator],-5%,i,7%,-21%,u,1.8%,10%
CC(CCc1ccccc1)NCc1cccc2ccccc12 (configuration not stated),3%,x,2%,i,10%,-88%,5%,2.7%,u
Cn1cc(S(=O)(=O)N2CCN(C(=O)c3ccco3)CC2)c(=O)n(C)c1=O,14%,4%,19%,i,-3%,5%,4%,-0.2%,0%
CC(=O)c1c(C)[nH]c(C(=O)OCc2c(F)cccc2Cl)c1C,-12%,-11%,-6%,i,10%,-15%,5.2µM*,0.0%,u
Cc1cc(OC(C)C(=O)NCc2ccncc2)c2c(C)c(C)c(=O)oc2c1 (configuration not stated),0%,7%,3%,i,-1%,-13%,0%,-0.1%,3%
CN1CCN(C(=O)C2Cc3c(-c4cccc(F)c4)ccnc3O2)CC1 (configuration not stated),x,-6%,9%,i,x,-2%,x,0.6%,6%
COc1ccc(NC(=O)C2(C)CCN2Cc2ccc(SC)cc2)cc1OC (configuration not stated),x,-24%,-11%,i,x,-1%,x,4.1%,-14%
CC(C)OC(=O)c1sc2nc(-c3ccccc3)ccc2c1N,-4%,5%,-3%,x,u,-27%,u,-0.2%,0%
COc1cc(C(=O)Nc2nc(-c3cc(C)ccc3C)c(C)s2)ccc1OCC(=O)Nc1ccc(F)cc1,0%,-13%,0%,i,u,-2%,u,-0.4%,u
CCOC(=O)c1cnc2c(Cl)c(Cl)ccc2c1Nc1ccc(N(C)C)cc1,9%,1%,x,i,x,-2%,10%,0.5%,24%
COc1ccccc1NC(=O)CN(Cc1ccco1)C(=O)c1ccc(Cl)nc1,15%,-14%,4%,i,u,-4%,-8%,u,u
CSc1nsc(SC)c1C(=O)O,1%,-3%,-5%,i,-13%,8%,-7%,2.8%,-1%
Cc1cc(C)nc(CC(N)=O)n1,0%,4%,-2%[57.1 µM],i,1%,3%,3%,0.1%,21%
Cc1ccc(O)c(C(CC(=O)NCc2cccnc2)c2ccccc2)c1 (configuration not stated),-1%,-10%,0%,i,1%,-8%,-25%,0.0%,0%
C#CCSc1nc2ccccc2n1C(=O)c1ccc(S(=O)(=O)N2CCCCC2)cc1,-3%,30%,-12%,i,-4%,-1%,11%,3.7%,-9%
COc1cc2c(C#N)c(N3CCCCC3)nc(N)c2c(N)n1,-23%,49%[activator],-2%,u,u,1%,u,-0.3%,-5%
COCc1cc(C)nc(OCC(=O)N/N=C/c2ccc(C)cc2)c1C#N,-2%,x,-8%,u,u,28%,-30%,-0.2%,0%
Cc1ccc(C)c(N2CCN(C(=O)Cn3ncc4c([nH]c5ccc(C)cc54)c3=O)CC2)c1,-2%,x,1%,i,-4%,-1%,1%,-0.7%,1%
Cc1cccc(C(=O)Nc2nnc(S(=O)(=O)N3CCCCCC3)s2)c1,-7%,31%[activator],0%,i,-8%,-15%,14%,-1.0%,-25%
COC(=O)c1ccc(CNC(=O)CSc2nc3ccccc3[nH]2)cc1,3%,3%,7%,i,-5%,0%,-6%,0.0%,-8%

An excerpt from above in order of the TGFb SMAD3 inh value, ascending:
SMILES | TGFb SMAD3 inh
CCN(CC)S(=O)(=O)c1ccc(NC(=O)c2cccs2)cc1 | 2%
Cc1cc(OC(C)C(=O)NCc2ccncc2)c2c(C)c(C)c(=O)oc2c1 (configuration not stated) | 3%
Cc1ccc(S(=O)(=O)NC(CC(C)C)C(=O)N2CCOCCOCCOCC2)cc1 (configuration not stated) | 4%

The results go on.
molecule,A549 viability,ATXN2 expr inh,EPAC2 antag,S2 tox,MCF10A rerep,HepG2 tox,Nrf2 block,Nrf2 activator,TGFb SMAD3 inh
CCOc1ccc(CNC(=O)c2ccc3c(c2)nc2n3CCCCC2)cc1,-3%,x,x,x,x,2%,x,3.7%,u
CCC(=O)Oc1ccc(C(=O)Nc2c[nH]c(=O)[nH]c2=O)cc1,-6%,6%,2%,i,-3%,8%,-11%,-0.3%,0%
O=C(COC(=O)c1cc(NS(=O)(=O)c2cccs2)ccc1O)Nc1cc(Cl)ccc1Cl,-5%,x,-7%,i,2%,-20%,u,-0.7%,-23%
Cc1cc(C)n(-c2nc(C)nc3sc4c(c23)CCC(C)C4)n1 (configuration not stated),-2%,6%,4%,i,21%,-2%,5%,-0.5%,-7%
Cc1cc(C)cc(NC(=O)c2cccc(C(=O)Nc3cc(C)cc(C)c3)c2)c1,4%,-1%,x,i,x,8%,-1%,0.0%,3%
CC(=O)NC1(C(=O)O)CCCC1,1%,1%,12%,i,-22%,-6%,1%,0.2%,-25%
COc1cccc(C2=NOC(C(=O)Nc3c(C)n(C)n(-c4ccccc4)c3=O)C2)c1 (configuration not stated),1%,4%,7%,i,0%,2%,-6%,0.2%,4%
Cc1ccccc1CN1C(=O)c2ccccc2C1c1nnnn1-c1ccc2c(c1)OCCO2 (configuration not stated),x,7%,2%,u,x,x,x,-1.3%,x
O=C(O)CCc1[nH]c2ccccc2c1Sc1ccccc1,7%,-15%,-6%,i,u,-20%,-14%,0.2%,-5%
CC(Cl)C(=O)c1c(N)n(C)c(=O)n(C)c1=O (configuration not stated),6%,-5%,-1%,i,3%,-40%,x,-0.6%,17%
Cc1ccc2c(c1)N(C(=O)Nc1cccc3c1CCCC3)CCO2,4%,x,x,x,x,-30%,-5%,-0.2%,-27%
Cc1ccc(S(=O)(=O)NCc2ccccc2)cc1C(=O)N(C)CC(=O)Nc1c(Cl)cccc1Cl,-11%,0%,0%,i,0%,-20%,-10%,0.1%,-13%
CC(C)c1ccc(NS(=O)(=O)c2ccc3[nH]cc(C(=O)N4CCC(C(N)=O)CC4)c(=O)c3c2)cc1,-2%,39%[activator],7%,i,-5%,1%,12%,0.3%,-1%
Cc1cccc(NC(=O)Nc2c(C)n(C)n(-c3ccccc3)c2=O)c1,-7%,-32%,3%,u,4%,4%,5%,-0.2%,8%
Cc1ccc(C)c2[nH]c(=O)c(CCNC(=O)CC(C)(C)C)cc12,1%,2%,-11%,i,-3%,-16%,3%,-1.0%,19%
CCCS(=O)(=O)Nc1c(C(=O)O)[nH]c2ccc(OC)cc12,-1%,0%,-7%,i,-10%,-4%,8%,4.3%,-20%
O=C1COc2ccc(C(=O)COC(=O)c3ccccc3[N+](=O)[O-])cc2N1,0%,7%,22%,i,1%,8%,7%,2.9%,u
Cc1cc(C)nc(N2CCC(C(=O)NCCc3ccccc3)CC2)n1,0%,0%,9%,i,125%[0.0737 µM],5%,-24%,-0.8%,-7%
O=c1oc2ccccc2c(N2CCN(c3ccc(F)cc3)CC2)c1CN1CCCC1,-6%,-27%,x,i,x,-18%,11%,9.2%,u
Cc1cc(C)c2nc(SCC#N)cc(C)c2c1,0%,-18%,-2%,i,0%,-18%,-24%,0.4%,-5%
Oc1ccc(C=Nc2ccccc2-c2nc3ccccc3[nH]2)cc1,0%,29%,7%,i,u,3%,u,8.7%,-2%
CN(C)c1ccc(CN(C(=O)/C=C/c2ccco2)C2CCS(=O)(=O)C2)cc1 (configuration not stated),-2%,-1%,4%,i,-1%,1%,-3%,2.5%,2%
O=C1c2ccc(-c3ccc4c(c3)C(=O)N(CCCO)C4=O)cc2C(=O)N1CCCO,0%,-19%,-8%,i,-1%,1%,2%,-1.0%,-5%
Cc1ccc(NC(=O)c2cncc(Br)c2)c(O)c1,1%,44%[activator],-8%,i,0%,-3%,5%,11%,2%
OC(c1ccccc1)(c1nc(-c2ccc(Cl)cc2)cs1)C(F)(F)F (configuration not stated),x,-2%,-20%,u,x,16µM*,x,-0.5%,u
Cc1noc(C)c1COC(=O)CCCc1c[nH]c2ccccc12,-12%,-5%,-2%,i,1%,1%,-15%,-0.7%,-2%
O=C(c1ccccc1)N1CCN(C2CCCCC2)CC1,-2%,2%,2%[57.1 µM],i,-1%,6%,28%,-0.6%,10%
CCn1c(SCC(=O)Nc2cc(C)on2)nnc1-c1cccc(C)c1,-15%,2%,-2%,i,10%,6%,2%,-0.3%,1%
Nc1ncc(-c2ccc(-c3ccccc3)cc2F)cc1-c1ccccc1F,x,-22%,-3%,i,x,-28%,x,4.0%,u
Cc1c(F)cccc1NC(=O)CSCC(=O)Nc1ccccc1,1%,-4%,-2%,u,0%,-17%,x,0.2%,-16%
Cc1ccsc1CN1CCN(c2ccccn2)CC1,4%,-1%,21%,i,0%,2%,4%,0.0%,-11%
Cc1cc(-c2ccncc2)n2ncc(-c3ccccc3)c2n1,x,62%[activator],-14%,i,x,-26%,x,9.1%,2%
O=C(c1ccc(F)cc1)N1CCN(c2cc(=O)[nH]nc2-c2ccccc2)CC1,0%,-11%,-1%,i,1%,-4%,-17%,0.4%,2%
CC(=O)c1cc(CN2CCN(CC=C(C)C)C(CCO)C2)cs1 (configuration not stated),3%,0%,-1%,i,-9%,0%,-4%,-0.4%,-2%
